Screening results deposited in PubChem by National Center for Advancing Translational Sciences (NCATS).
ATXN2 expr inh – inhibitors of ATXN2 expression | AID 1745845 | Potency, µM (titrated, usually from 57 µM), for inactives: at the highest dose activity change, negative = inhibition, usual class: inhibitors | HEK-293 ATXN2-luciferase reporter, luminescence, 24 h | hit rate 0.72% among 360,000; further: potency means the concentration at half of the fitted maximal effect; on the % scale 0 is the no-effect control and ±100 the full control effect; nearly all actives have a fitted effect of over 55% in size
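qHTS (up to 57 uM final) was run with 24 h compound exposure of reporter cells at 37 °C. Each well was multiplexed: SteadyGlo luminescence measured ATXN2-luciferase expression after a fluorogenic Gly-Phe-AFC viability readout (25 uM final).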
SW480 rerep – inducers of DNA re-replication in SW480 colon cancer cells; Potency, µM (doses to about 46.1 µM), without a hit: top-dose re-replication activation, actives largely listed as activators; AID 624297; SW480 DNA re-replication, Hoechst DNA content imaging, 48 h; hit rate 1.8% among 340,000; further: potency means the concentration at half of the fitted maximal effect; % of control where 0% means no effect; nearly all actives have a fitted effect of over 55% in size
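Per well, 250 cells were exposed to pinned compound for 48 hr. Nuclear DNA was visualised with Hoechst (40 min, 37 C) and total object intensity recorded by fluorescence scanning.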
HT1080 IDH1KD tx – toxicity to HT-1080 IDH1 knockdown cells (counter line); hit rate 2% among 360,000; AID 686971; Potency, µM (titrated, usually from 46.1 µM), for the others: at the highest dose activity, negative = toxicity, actives largely listed as cytotoxic; HT-1080 IDH1 knockdown viability, ATP luminescence, 48 h;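 further: potency means the concentration at half of the fitted maximal effect; 0% = DMSO wells and -100% = cell-free medium wells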
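Using the IDH1-knockdown HT-1080 line run in the same batch and compound series as the NT line, viability after 48 h at 37 °C was determined by CellTiter-Glo luminescence and expressed as % activity.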
HepG2 tox – counter-screen for TGF-b inhibitors: cytotoxicity in HepG2 cells; hit rate 0.76% among 410,000; HepG2 CAGA-GFP viability, ATP luminescence, 18 h; AID 588856; Potency, µM (top dose mostly 46.1 µM), without a hit: at the highest dose activity change, negative = cytotoxicity, most hits filed as cytotoxic; further: potency means the concentration at half of the fitted maximal effect; some results filed as inactive show a strong effect at the top dose
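CellTiter-Glo luminescence gave cytotoxicity after 18 hours at 37 degrees C. The cells were HepG2 CAGA-GFP in 1% FBS DMEM, stimulated with 500 pg/mL TGF-beta after compound addition. %Activity was normalised to no-cell wells (complete cell-killing) and DMSO (no toxicity), and curves were fitted and classified.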
KB-3-1 cytotox – KB-3-1 parental cell cytotoxicity | KB-3-1 viability, CellTiter-Glo ATP luminescence, 72 h | hit rate 1.4% among 400,000 | AID 1347075 | Potency, µM (top dose mostly 46.1 µM), for the others: at the top dose activity change, negative = cytotoxic, actives largely listed as cytotoxic; further: potency means the concentration at half of the fitted maximal effect; on the % scale 0 is the no-effect control and ±100 the full control effect; nearly all actives have a fitted effect of over 60% in size
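72 h, 37 °C compound treatment of KB-3-1 parental cells; CellTiter-Glo added, 10 min, luminescence read. Data corrected against DMSO-only plates and normalized before curve fitting.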
IL1B secr inh – inflammasome signaling inhibition, IL-1 beta readout; THP-1 LPS/ATP IL-1B secretion, AlphaLISA, 16 h; hits give low values; activity change, % at 57.5 µM; hit rate 4.7% among 360,000; in the data active means activity change below about -50%; inconclusive means mostly about -30% to -49%; further: on the % scale 0 is the no-effect control and ±100 the full control effect
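Secreted IL-1B measured by AlphaLISA bead assay after 16 h compound exposure of THP-1 cells; compounds (final up to 57.5 uM) added 1 h before LPS (250 ng/mL) and ATP (1.25 mM) stimulation; lower signal means less secretion.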
HT1080NT lethal – kills 2HG-producing HT-1080-NT fibrosarcoma cells | HT-1080-NT fibrosarcoma viability, CellTiter-Glo ATP luminescence, 48 h | Potency, µM (series often up to 46.1 µM), inactives show top-dose activity, negative = less viability, usual class: cytotoxic | hit rate 1.6% among 360,000 | AID 686970;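 further: NT is the 2HG producing partner of a matched IDH1 knockdown line; potency means the concentration at half of the fitted maximal effect; 0% = DMSO-treated cells and -100% = media-only wells without cells; nearly all actives have a fitted effect of over 55% in size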
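Fibrosarcoma NT cells, 750 per well in 5% FBS RPMI, were exposed to compound for 48 hours. Viability: CellTiter-Glo luminescence.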
ATXN viability – cell viability loss in ATXN counter-screen | Potency, µM (doses to about 56.7 µM), actives largely listed as cytotoxic | hit rate 0.49% among 400,000 | S2 cells (HEK-293 line with an ATXN2-luciferase reporter) viability, CellTiter-Fluor protease fluorescence, 24 h | AID 651635; further: potency means the concentration at half of the fitted maximal effect; nearly all actives have a fitted effect of over 40% in size
MCF10A rereplic – DNA re-replication induction in MCF 10a cells; Potency, µM (top dose mostly 46.1 µM), for inactives: at the top dose activity, positive = re-replication, usual class: activators; AID 624296; MCF 10A DNA re-replication, Hoechst nuclear intensity, 48 h; hit rate 2.9% among 350,000; further: potency means the concentration at half of the fitted maximal effect; % of control where 0% means no effect; nearly all actives have a fitted effect of over 50% in size
Numbers without * were called inactive; i = inactive; u = inconclusive; x = no result given; & = joins results of further samples; [ ] = dose if it differs, or a comment. Unless noted, the call rests on the fitted dose curve; in most records, active means well fitted curve in the direction sought with a large enough effect; inconclusive means small, poorly fitted or top-dose-only effect, or another doubt; inactive means no such curve, though single readings can be large; an effect the other way counts as inactive or inconclusive. Hits appear at their usual frequency; overall some 8.9% were active at least once.

SMILES	ATXN2 expr inh	SW480 rerep	HT1080 IDH1KD tx	HepG2 tox	KB-3-1 cytotox	IL1B secr inh	HT1080NT lethal	ATXN viability	MCF10A rereplic
COc1ccc(NC(=O)CCn2c(=O)c3cccn3c3ccccc32)cc1	1%	3%	-2%	-4%	6%	57	-2%	i	4%
Cn1c(=O)oc2cc(S(=O)(=O)NCc3ccc(F)cc3)ccc21	7%	-3%	4%	7%	x	6	1%	i	-2%
CC(C)c1nnc(NC(=O)Cn2nc(-c3ccc4c(c3)OCCO4)ccc2=O)s1	-6%	-3%	-14%	-18%	4%	-10	1%	i	2%
CCOCCCNC(=O)N[C@@H](C)C(=O)OC	-13%	-4%	0%	-2%	-7%	5	10%	i	2%
CCOCC(=O)Nc1nnc(COC)s1	9%	-6%	12%	-2%	2%	-3	11%	i	4%
OC(CC#CCN1CCCCC1)(c1ccccc1)c1ccccc1	-12%	-1%[9.22 µM]	-16%	-21%	0%	-18	-17%	i	12%
CC1CCC2(CC1)NC(=O)N(CC(=O)N1CCN(C(=O)c3cccs3)CC1)C2=O (configuration not stated)	-3%	-9%	-3%	-28%	-5%	1	0%[9.24 µM]	i	2%
CN(C(=O)c1c[nH]c(=O)cc1C(F)(F)F)c1ccc(Cl)cc1	-16%	-13%	11%	-17%	2%	0	-1%	i	-5%
Cc1ccc(C2=CSC3=NCCN23)c(C)c1	-7%	-1%	-10%	-24%	-7%	36	0%	i	20%
Cc1ccc(C(=O)Nc2nnc(S(=O)(=O)N3CCc4ccccc43)s2)cc1	2%	x	x	-26%	-2%	x	x	i	x

Three compounds out of the list, sorted by SMILES length, smallest number first:
SMILES	ATXN2 expr inh	SW480 rerep	HT1080 IDH1KD tx	HepG2 tox	KB-3-1 cytotox	IL1B secr inh	HT1080NT lethal	ATXN viability	MCF10A rereplic
Cn1c(=O)oc2cc(S(=O)(=O)NCc3ccc(F)cc3)ccc21	7%	-3%	4%	7%	x	6	1%	i	-2%
COc1ccc(NC(=O)CCn2c(=O)c3cccn3c3ccccc32)cc1	1%	3%	-2%	-4%	6%	57	-2%	i	4%
CN(C(=O)c1c[nH]c(=O)cc1C(F)(F)F)c1ccc(Cl)cc1	-16%	-13%	11%	-17%	2%	0	-1%	i	-5%

(next part)
SMILES	ATXN2 expr inh	SW480 rerep	HT1080 IDH1KD tx	HepG2 tox	KB-3-1 cytotox	IL1B secr inh	HT1080NT lethal	ATXN viability	MCF10A rereplic
CCC(c1nnnn1Cc1ccccc1)N1CCN(c2ccccc2)CC1 (configuration not stated)	-18%	-16%	8%	-2%	-20%	-5	-1%	i	-1%
CCc1ccc(NC(=O)c2ccc(C3SCC(=O)N3CCc3ccccc3)cc2)cc1 (configuration not stated)	0%	1%	-6%	-22%	-3%	5	-17%	i	5%
Cc1ccc(NC(=O)N(O)C2CCCCC2C#N)cc1 (configuration not stated)	66%[activator]	-3%	14%	4%	-2%	-2	9%	i	-1%
Cc1ccnc(NC(=O)CCC(=O)N(CC(=O)NC2CCCCC2)c2ccc3c(c2)OCO3)c1	-8%	2%	-4%	-1%	0%	-5	-2%	i	14%
O=C1CN(C(=O)CN2CCN(S(=O)(=O)c3ccccc3)CC2)c2ccccc2N1	x	x	11%	2%	2%	2	8%	i	x
NCCNCCNCCN	6%&-20%	-52%&-4%[inhibitor]	20%	-3%	-1%	-15	-1%	i	21%&8%
O=C(Nc1ccc(CN2CCOCC2)cc1)c1ccccc1F	27%	-5%	3%	-7%	-7%	-8	-4%	i	12%
Cc1ccc(OCC(=O)Nc2ccccc2C(=O)OCc2cc(=O)n3ccsc3n2)cc1	3%	x	x	0%	-2%	x	x	i	x
CCOc1ccc(S(=O)(=O)NC(C)C(=O)NCc2ccncc2)cc1 (configuration not stated)	-6%	-1%	-3%	3%	-5%	4	-1%	i	-8%
CNC(=O)c1ccc(NC(=O)Nc2ccccc2)cc1	x	-2%	-2%	-47%	1%	4	1%	i	1%
CC(=O)Nc1ccc(S(=O)(=O)Nc2nc(C)nc3sc4c(c23)CCC4)cc1	x	12%	1%	0%	14%	7	0%	i	16%
CCN(CC)c1ccc(NC(=O)c2ccc(=O)[nH]c2)cc1S(=O)(=O)Nc1ccccc1OC	-8%	u	u	8%	10µM*	-4	u	i	u
COc1ccc(CNC(=O)C2CCN(C(=O)c3cccc(Cl)c3)CC2)cc1	-11%	3%	-1%	2%	x	3	-6%	i	1%
CCOc1ccc(Cl)cc1-c1cc(C(=O)NCc2cccs2)[nH]n1	-8%	x	0%	1%	0%	-23	u	i	x
Clc1ccc(-c2nc3ccccc3nc2-c2ccccc2)cc1	-19%	-5%	18%	3%	13%	-11	1%	i	u
CCCc1c(C(=O)N/N=C/c2ccco2)nnn1-c1nonc1N	0%	-14%	18%	10%	24%	12	12%	i	11%
O=C(c1cccc(OCc2ccccc2)c1)N1CCOCC1	6%	-4%	8%	-3%	-13%	0	10%	i	-3%
CCCOc1ccc(-c2cnc(N)s2)cc1	72%[activator]	2%	0%	0%	-3%	0	8%	i	u
COc1cccc(Cn2c(=O)n(CC3CCC(C(=O)N4CCOCC4)CC3)c(=O)c3sccc32)c1 (configuration not stated)	-14%	x	x	-28%	0%	x	x	i	x
NS(=O)(=O)c1cccc(NC(=O)COC(=O)Cc2ccc(S(=O)(=O)N3CCCCC3)s2)c1	-33%	-73%[inhibitor]	0%	-3%	3%	25	8%	u	-23%[9.22 µM]
O=C(/C=C/Nc1ccc(F)cc1F)c1cccs1	4%	x	-24%	7%	0%	-11	u	i	0%
O=c1c(Cc2ccc(Cl)cc2Cl)c(O)ccn1CC(F)(F)F	4%	-19%	15%	8%	-9%	0	-2%	i	-4%
CCC(=O)n1nc(-c2cccnc2)nc1NCc1ccc(OC)cc1	7%	8%	-3%[9.24 µM]	-60%	u	-15	1%	i	1%
O=C(c1cc(S(=O)(=O)N2CCOCC2)ccc1Cl)N1CCc2ccccc2C1	8%	-1%	1%	-1%	1%	8	3%	i	-2%
CC[C@@]1(C(=O)OC)N[C@H](CN(C)S(=O)(=O)c2ccccc2)[C@@H]2C(=O)N(C)C(=O)[C@@H]21	2%	u	9%	9%	20%	4	11%	i	-2%
COc1ccc(CCNC(=O)CNC(=O)c2ccc3c(c2)OCO3)cc1OC	5%	21%	5%	0%	2%	9	0%	i	0%
Cc1ccc(C(=O)NC(C)c2ccc(-n3ccnc3)cc2)c(C)c1 (configuration not stated)	4%	u	5%	3%	14%	12	7%	i	0%
O=C(CCSc1nnc(-c2ccncc2)o1)Nc1cccc2ccccc12	-12%	-6%	-1%	-4%	-21%	-18	-4%	i	2%
CCOC(=O)NC(CC(=O)O)c1ccc(OCC)cc1 (configuration not stated)	-8%	-1%	17%	-13%	1%	2	11%	i	-7%
Nc1cc(SCc2ccc(Cl)cc2Cl)ncn1	8%	-20%	-17%	2%	19%	-27	-19%	i	-13%
O=C(c1ccc2c(c1)N(Cc1ccc(F)cc1)C(=O)c1ccccc1S2=O)N1CCC(Cc2ccccc2)CC1 (configuration not stated)	-36%	x	x	-8%	u	x	x	i	x
N#Cc1ccc(C(=O)Nc2nnc(-c3cccs3)o2)cc1	u	-1%	-28%	-20%	u	34	-20%	i	-3%
Cc1cc(C(=O)CCC(=O)NC(C)c2ccc(S(N)(=O)=O)cc2)c(C)s1 (configuration not stated)	-6%	0%	5%	3%	16%	-3	8%	i	4%
O=C(Nc1ccc(Cn2nnc3ccccc32)cc1)c1ccco1	-17%	-9%	u	-20%	16µM*	27	u	u	23%
O=C(O)C1CCN(Cc2cnn(-c3ccccc3)c2-n2cccc2)CC1	3%	2%	-2%	-5%	0%	18	8%	i	1%
COCCNC(=O)C1(C)CCCN(C(=O)c2ccc(OC)c(OC)c2)C1 (configuration not stated)	9%	x	9%	8%	0%	-10	10%	i	x
O=C(O)CC(NCc1ccco1)C(=O)OCCCl (configuration not stated)	2%	-24%	27%	2%	-1%	2	23%	i	-21%
O=C(NCC1CCCO1)c1cc(-c2ccccc2)on1 (configuration not stated)	30%	-6%	u	1%	-12%	-80*	-18%	i	-14%
Cc1ccc(-c2nc(S(=O)(=O)c3ccc(C)cc3)c(SCC(=O)Nc3ccc(F)cc3)o2)cc1	15%	x	x	5%	0%	x	x	i	x
CCOc1ccc(C(=O)c2nc3c(n2O)CCCCC3)cc1	10%	-5%	-7%	-17%	0%	u	-5%	i	u
Cc1ccccc1N=Cc1ccc[nH]1	8%	2%	8%	-15%	u	0	13%	i	-2%
N#C/C(=C\c1ccc(F)c(Cl)c1)S(=O)(=O)c1ccccn1	1%	21%	14%	10%	-1%	-2	19%	i	3%
O=c1cc(N2CCN(Cc3ccccc3)CC2)[nH]c(=O)n1Cc1ccc(F)cc1	-18%	1%	-23%	-22%	-9%	9	5%[9.24 µM]	i	-3%
COc1cc(OC)c(-n2c(C)cc(C=O)c2C)cc1Cl	-7%	-14%	1%	-8%	-14%	-8	-9%	i	-1%
COC(=O)C(Cc1ccc(OC(=O)c2ccc(C)cc2)cc1)N1Cc2ccccc2C1=O (configuration not stated)	25%	2%	1%	1%	-17%	1	-4%	i	-3%
CCc1ccc(CNC(=O)c2nn(C)c3c2CS(=O)(=O)c2ccccc2-3)cc1	-2%	-11%	-14%	-2%	5%	-18	u	i	-2%
CC(C)(C)c1ccc(COC(=O)Nc2ccc(F)cc2)cc1	48%[activator]	u	1%	-15%	1%	-1	9%	i	10%
CCN(c1ccccc1)S(=O)(=O)c1ccc(C(=O)NCCc2ccc(S(N)(=O)=O)cc2)cc1	-6%	-11%	-11%	3%	-28%	18	-28%	i	-11%
CCN(CC)CP(=O)(c1ccccc1)c1ccccc1	0%	-8%	-1%[9.24 µM]	-2%	18%	-11	5%	i	0%
COc1ccc(OCCSCc2nnc(NC(=O)Nc3ccc(Cl)cc3)s2)cc1	1%	1%	u	13%	u	17	u	i	0%
